Assay outcomes (PubChem)
CHT PAM = allosteric activators of human choline transporter CHT | Q9GZV3 | 0.49% of 310,000 active | AID 488977 | B-score at 10 µM | CHT-expressing cells, membrane potential dye, choline EC20; stronger effect = higher value; LV-AA mutant CHT in HEK293 cells;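 active = initial fluorescence not abnormally high and integrated response B-score, plate-corrected, over 3 SD above library mean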
Target sequence (Q9GZV3 whole entry, looked up): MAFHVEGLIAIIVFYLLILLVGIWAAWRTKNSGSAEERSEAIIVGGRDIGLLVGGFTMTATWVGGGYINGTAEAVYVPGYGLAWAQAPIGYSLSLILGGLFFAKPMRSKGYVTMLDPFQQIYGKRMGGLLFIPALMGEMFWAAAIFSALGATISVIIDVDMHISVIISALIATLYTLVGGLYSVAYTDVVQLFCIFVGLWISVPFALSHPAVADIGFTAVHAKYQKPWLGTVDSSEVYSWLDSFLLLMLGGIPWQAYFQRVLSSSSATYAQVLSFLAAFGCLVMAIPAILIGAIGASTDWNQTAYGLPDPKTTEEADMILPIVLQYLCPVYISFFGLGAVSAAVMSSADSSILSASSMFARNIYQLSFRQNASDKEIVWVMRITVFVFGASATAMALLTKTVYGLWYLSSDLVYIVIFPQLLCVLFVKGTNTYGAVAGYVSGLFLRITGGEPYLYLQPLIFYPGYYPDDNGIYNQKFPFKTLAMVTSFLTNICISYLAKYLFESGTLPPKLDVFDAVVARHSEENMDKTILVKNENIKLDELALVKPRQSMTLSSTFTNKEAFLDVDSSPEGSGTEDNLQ
OX1R antagonist = blocks the human orexin 1 receptor. CHO/OX1R cells, Fluo-8 calcium fluorescence, orexin A. inhibition, % at 5 µM. 0.43% of 330,000 active. AID 434989;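 active = inhibition above its plate's threshold, mean inhibition of all tested compounds on the plate plus 3 SD, cut at about 37% in these data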;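 also: 0% = orexin A challenge wells and 100% = SB-334867-A antagonist wells; not every result past the cut was called active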
Target sequence (O43613 whole entry, looked up): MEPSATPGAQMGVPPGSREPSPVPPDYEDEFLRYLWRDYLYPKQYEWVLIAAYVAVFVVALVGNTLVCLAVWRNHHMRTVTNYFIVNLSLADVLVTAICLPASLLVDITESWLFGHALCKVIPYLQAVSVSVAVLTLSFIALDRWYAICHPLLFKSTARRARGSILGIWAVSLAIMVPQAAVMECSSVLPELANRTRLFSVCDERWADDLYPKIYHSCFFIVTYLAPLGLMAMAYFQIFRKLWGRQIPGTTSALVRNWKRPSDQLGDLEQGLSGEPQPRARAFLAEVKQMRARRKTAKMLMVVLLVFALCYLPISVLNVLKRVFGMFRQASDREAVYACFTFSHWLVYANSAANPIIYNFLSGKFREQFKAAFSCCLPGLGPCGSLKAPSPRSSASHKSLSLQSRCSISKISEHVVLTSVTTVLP
An asterisk follows results filed as active; i = inactive; nt = no result given. The order is random (roughly 0.83% active in at least one column).

SMILES | CHT PAM | OX1R antagonist
CC(C)=CCC/C(C)=C/CNC(=O)C[C@H]1C[C@H](C(=O)N2CCOCC2)[C@@]2(C)c3[nH]c4ccc(Cl)cc4c3CCN2C1=O | nt | 33
CC(C)(C)C(=O)NC1CCN(S(=O)(=O)c2cccc(C(F)(F)F)c2)CC1 | i | -22
CN1CCC(=NNC(=O)c2ccco2)CC1 | i | 5
Cc1cc(C(=O)N/N=C/c2cccs2)no1 | i | -4
Cc1nc2ccc(NC(=O)C3=NN(C)C(=O)CC3)cc2s1 | nt | -12
O=C(COc1ccccc1)Nc1ccccc1NS(=O)(=O)c1cccs1 | i | -13
C=CCOn1c(=O)c(-c2ccccc2)[n+]([O-])c2ccccc21 | i | -29
Cc1nn(-c2ccccc2)c(C)c1C(=O)OCC(=O)NCc1ccco1 | i | -21
Cc1n[nH]c(C)c1Sc1ccccc1N=Cc1cc(Cl)cc([N+](=O)[O-])c1O | i | -4
COc1cc(C2C(C#N)=C(N)OC3=C2C(=O)CC(C)(C)C3)cc2c1OCO2 (configuration not stated) | i | -15
COC(=O)c1cc(COc2ccc3c4c(c(=O)oc3c2)CCC4)c(C)o1 | i | -24
COC(=O)[C@@]1(Cc2ccc(OC)cc2)[C@H]2c3cc(C(=O)N4CCCC4)n(C[C@H](O)CO)c3C[C@H]2CN1C(=O)c1ccccc1 | i | -22
O=C(Cc1ccccc1Cl)Nc1cccc(S(=O)(=O)N2CCOCC2)c1 | i | -8
Cc1ccc(C)c(Nc2nc3ccc(C)cc3n3cnnc23)c1 | i | -9
COc1ccc(NC(=O)C2CCN(C(=O)c3cccs3)CC2)cc1 | i | -17
Cc1nn(C)cc1C(=O)Nc1cc(Oc2ccc(Cl)cc2)cc([N+](=O)[O-])c1 | i | -9
CSc1ccc(/C=N\Nc2nncn2N)cc1 | i | -4
O=C(CN1CCc2ccccc2C1)N1CCN(S(=O)(=O)c2ccccc2)CC1 | i | -19
O=C(NCC1CCCO1)c1cccc(NS(=O)(=O)c2ccccc2)c1 (configuration not stated) | i | 3
COc1ccccc1CNC(=O)CCCc1ccccc1 | i | 0
COC(=O)C1=C(C)N(c2ccc(OC)c(OC)c2)C(=O)/C1=C\c1cccs1 | i | -19
CCOC(=O)c1[nH]c(=O)c2ccccc2c1O | i | -7
CC(=O)NC1C(OCc2cccc(Br)c2)OC(COC(C)=O)C(OC(C)=O)C1OC(C)=O (configuration not stated) | i | -12
CC(C)[C@H](NS(=O)(=O)c1ccc2c(c1)OCCO2)C(=O)OCC(=O)Nc1cc(Cl)ccc1Cl | i | 9
Cc1ccc(CNC(=O)C2CCN(S(=O)(=O)c3cnc[nH]3)CC2)cc1 | i | -22

No new results follow: entries from further up.
SMILES | CHT PAM | OX1R antagonist
O=C(CN1CCc2ccccc2C1)N1CCN(S(=O)(=O)c2ccccc2)CC1 | i | -19
O=C(NCC1CCCO1)c1cccc(NS(=O)(=O)c2ccccc2)c1 (configuration not stated) | i | 3
COc1ccccc1CNC(=O)CCCc1ccccc1 | i | 0
COC(=O)C1=C(C)N(c2ccc(OC)c(OC)c2)C(=O)/C1=C\c1cccs1 | i | -19

Continued.
SMILES | CHT PAM | OX1R antagonist
Cc1ccc(OCCCSc2n[nH]c(N)n2)cc1 | i | 6
Nc1nn2c(-c3ccccc3)cc(=O)[nH]c2c1N=Nc1ccc(O)cc1 | i | -6
COC(=O)/C=C1/SC(=NC(=O)c2ccccc2)NC1=O | i | -6
COC(=O)C(CCSC)NC(=O)c1cc2c(n(-c3ccc(C)cc3)c1=O)CCCC2=O (configuration not stated) | i | -8
Cc1ccc2nc(NCc3ccccc3)c(C=NCc3ccccc3)c(=O)n2c1 | i | -21
COc1ccc(NC2CC(=O)N(c3cccc(C)c3)C2=O)cc1 (configuration not stated) | i | -17
C/C(=N/NC(=O)c1ccoc1C)c1cccc(NC(=O)C2CC2)c1 | i | -9
O=C(Nc1cccc([N+](=O)[O-])c1)c1cc(S(=O)(=O)Nc2ccccn2)ccc1Cl | i | -7
COCCNC(=O)C(c1ccc(C)o1)N(C(=O)c1snc(C(N)=O)c1N)c1cc(C)cc(C)c1 (configuration not stated) | i | -27
Cc1ccc(OCc2cc(C(=O)N3CCN(CC(=O)NC(C)C)CC3)no2)cn1 | i | -9
O=C(Nc1nnc(SCC(=O)N2CCCCC2)s1)C1CCCCC1 | i | -8
O=C1c2[nH]nc(-c3ccccc3O)c2C(c2ccc(F)cc2)N1CC1CCCO1 (configuration not stated) | i | -23
COc1ccccc1OC(=O)c1ccc2nsnc2c1 | i | -23
Cc1ccc2nc(C)cc(OCC(=O)O)c2c1 | i | -10
O=C(NC1CCN(S(=O)(=O)c2ccc(Cl)c(F)c2)CC1)c1cccnc1 | i | -5
COCCCNC(=O)c1cc2c(=O)n(C)c3ccccc3c2n1C | i | -1
CSC(=NC#N)N1CCN(c2ccc(Cl)cc2)CC1 | i | -20
CCOc1ccc(CCNC(=O)CCS(=O)(=O)c2ccc(OC)cc2)cc1OCC | i | -19
CC1(C)c2[nH]c3ccccc3c2C[C@H]2C(=O)N(CCCCCO)CC(=O)N21 | i | -15
Cc1ccccc1-c1cc(C(=O)NCc2ccc(OC(F)(F)F)cc2)n(CC2CC(c3cccnc3)=NO2)n1 (configuration not stated) | nt | 8
COn1c(-c2ccccc2)nc2ccc(Cl)cc21 | i | -28
CC(C)C(NS(=O)(=O)c1cccc2nsnc12)C(=O)Nc1nc2ccc(Cl)cc2s1 (configuration not stated) | i | -14
COc1cccc(COC(=O)Cc2ccc(S(=O)(=O)N3CCOCC3)s2)c1OC | nt | -6
COC(=O)c1ccc(/C=C/C(=O)OCC(=O)Nc2ncc(Cl)cc2Cl)cc1 | nt | -13
CN1CCN(C(=O)c2ccc(-c3cccs3)s2)CC1 | i | -18

Following part:
SMILES | CHT PAM | OX1R antagonist
Cc1ccnc(NC(=O)C2CCC(CNc3c(N4CCCC4)c(=O)c3=O)CC2)c1 (configuration not stated) | i | -8
Cc1nc2cc(C(=O)O)ccc2n1C1CCCCC1 | i | 6
O=C1CC(c2ccccc2)c2c(O)cc(O)cc2O1 (configuration not stated) | i | 8
Cc1nn(C)c2ncc(C(N)=O)c(Oc3cccnc3)c12 | i | -6
Cc1cccc(N(CC(=O)N/N=C/c2ccc(OCC(=O)NCc3ccco3)cc2)S(C)(=O)=O)c1C | i | -27
O=C(Cn1cc2c(n1)CCCCC2)NC1CCCCCC1 | i | -17
O=C(NCCSCc1ccco1)Nc1cccc(Cl)c1 | i | 7
Cc1ccc(C)c(Cn2c(=O)n(CCC(=O)NCc3ccco3)c(=O)c3ccccc32)c1 | i | -12
CC(C)CCN(C(=O)C1CSC2(C)CCC(=O)N12)c1c(N)n(Cc2ccccc2)c(=O)[nH]c1=O (configuration not stated) | i | -25
COc1ccc(OCCCC(=O)Nc2nc(C)c(C(C)=O)s2)cc1 | i | -26
Cc1ccc2cc(C#N)c(N3CCCC3)nc2c1C | i | -27
CCCN1C(=O)C2(SC(NC(C)=O)=NN2C(C)=O)c2cc(C)ccc21 (configuration not stated) | i | -3
CCOC(=O)C1CCN(Cc2nc3ccccc3c(=O)n2-c2ccc(F)cc2)CC1 | i | -40
CCC(Cc1ccccc1)NC(=O)C1CCCCC1 (configuration not stated) | i | -29
Cc1ccc(C)c(S(=O)(=O)NC(C)C(=O)Nc2ccc(-c3nc4ccccc4s3)cc2)c1 (configuration not stated) | i | -5
Cn1c(=O)c(=O)n(C)c2cc(S(=O)(=O)N3CCCC3C(=O)Nc3ccc(F)cc3)ccc21 (configuration not stated) | i | -7
O=C(Nc1cccnc1)c1cc(-c2ccccc2)on1 | i | -16
Cc1cc(C)cc(NS(=O)(=O)c2cc(Br)cnc2N)c1 | i | -5
O=C(Oc1nsnc1N1CCOCC1)c1ccccc1 | i | 3
CCOc1ccc(-c2nc(N)ncc2-c2ccc(Cl)cc2)c(O)c1 | i | -65
CCC(C)NC(=O)C1CCN(S(=O)(=O)c2ccc3[nH]c(=O)ccc3c2)CC1 (configuration not stated) | i | -9
Cc1csc(=O)n1CCC(=O)OCC(=O)NCc1ccc(Cl)cc1Cl | i | -29
O=C(NN1C(=O)c2ccccc2NC12CCCCC2)c1ccccc1 | i | -19
COc1cccc(/C=N/NC(=O)C(=O)NCc2cccnc2)c1O | i | -4
O=c1c2c(-c3ccccc3)csc2ncn1/N=C/c1ccc(O)c([N+](=O)[O-])c1 | i | -5

Further records follow:
SMILES | CHT PAM | OX1R antagonist
O=C(CC(=O)N/N=C/c1cccs1)NCc1ccccc1 | i | -5
Cc1ccc(CS(=O)Cc2ccc(C(=O)NCc3ccc4c(c3)OCO4)o2)cc1 (configuration not stated) | i | -43
O=C(Cc1ccccc1)NNC(=O)C1CCCC1 | i | -40
COc1ccc(C2=NN(C3=NN=C(N)Cc4ncnn43)C(O)(C(F)(F)F)C2)cc1 (configuration not stated) | i | -23
Cc1ccc(S(=O)(=O)N2CCN(Cc3ccco3)CC2)cc1C | i | -4
O=C1Nc2ccc(Cl)cc2C12Nc1ccccc1-c1nnc(SCc3ccccc3F)nc1O2 (configuration not stated) | i | -5
N/C(CC(=O)Nc1ccc(F)c(Cl)c1)=N\OC(=O)c1cccs1 | i | 13
COc1ccc(C2(C(=O)c3ccccc3)C(=O)c3ccccc3C2=O)cc1 | i | -20
COc1ccc(CCNC(=O)C(=O)NCc2ccc(Cl)cc2)cc1OC | i | -30
c1ccc(-c2nnc(SCCC3OCCCO3)o2)cc1 | i | -6
O=C(N/N=C/c1cccnc1)c1ccc([N+](=O)[O-])cc1Cl | i | -17
CCN(C(=O)CSc1nnc(-c2ccncc2)n1C)C1CCS(=O)(=O)C1 (configuration not stated) | i | -5
CC(Oc1ccccc1)C(=O)Nc1nnc(S(=O)(=O)Nc2ccccc2)s1 (configuration not stated) | i | 9
COc1cccc(NC(=O)N2CCCC2C(=O)Nc2cc(C)ccc2OC)c1 (configuration not stated) | i | -29
COC(=O)c1nn(-c2ccc(OC)cc2)c(=O)cc1Oc1cccc(Cl)c1 | i | -27
Cc1ccc(C(=O)NC2CC2)cc1S(=O)(=O)N1CCOCC1 | nt | -5
COc1ccc(-c2oc3ncnc(NCCCO)c3c2-c2ccc(OC)cc2)cc1 | i | -20
S=C(c1ccc(Br)cc1)N1CCCC1 | i | -11
CCOc1ccc(N(CC(=O)NCC2CCCO2)S(=O)(=O)c2ccc(OC)c(OC)c2)cc1 (configuration not stated) | i | -22
CSc1nnc2c3ccccc3n(CCc3ccccc3)c2n1 | i | -36
O=C(NCCNc1ccc([N+](=O)[O-])cc1C(F)(F)F)c1ccccc1F | i | 27
Cc1cc(C)cc(Oc2ccc(-c3nnc(-c4ccccc4)o3)cc2[N+](=O)[O-])c1 | i | -1
Cc1ccc(C)c(OCCCC(C)(C)C(=O)O)c1 | i | 11
Cc1sc(C(C2C(=O)CC(C)(C)CC2=O)C2C(=O)CC(C)(C)CC2=O)cc1[N+](=O)[O-] | i | -3
COC(=O)c1ccccc1NC(=S)N(C)C | i | -9

Reprinted from the part before: 3 entries; new compounds follow.
SMILES | CHT PAM | OX1R antagonist
Cc1ccc(C)c(OCCCC(C)(C)C(=O)O)c1 | i | 11
Cc1sc(C(C2C(=O)CC(C)(C)CC2=O)C2C(=O)CC(C)(C)CC2=O)cc1[N+](=O)[O-] | i | -3
COC(=O)c1ccccc1NC(=S)N(C)C | i | -9
COc1ccc(CNC(=O)CN(C)Cc2ccc(SC)cc2)cc1 | i | -2
CCOc1cc(C2NC(=O)NC(O)(C(F)(F)F)C2C(=O)c2ccc(OC)cc2)ccc1O (configuration not stated) | i | -14
Nc1cc[n+](CC(=O)c2ccccc2)cc1 | i | -20
CS(=O)(=O)N(CC(=O)N1CCOCC1)c1cccc(F)c1 | i | -3
O=C(NCc1cccnc1)Nc1cc(Cl)cc(Cl)c1 | i | 15
Cn1cc(C(=O)N/N=C/c2cc(Br)cs2)c2ccccc21 | i | -10
COc1ccccc1N1CCN(CCc2n[nH]c(=S)n2-c2ccccc2)CC1 | i | -22
N#Cc1cnn(Cc2ccc(Cl)cc2)c1N | i | 1
Cc1ccc(-n2nc3c(N4CCC(C(=O)N5CCCCCC5)CC4)nnc(C)c3c2C)cc1 | i | -21
CC(C)(C)CC(=O)Nc1ccc(S(=O)(=O)N2CCCC2)cc1 | i | -8
CCOC(=O)c1sc2nc(C)nc(SCC(=O)NC(C)CCc3ccccc3)c2c1C (configuration not stated) | i | -4
COc1ccc(NS(=O)(=O)c2ccc(Oc3ncccn3)cc2)cc1 | i | 3
N#Cc1nc(COc2ccccc2Cl)oc1NCc1cccnc1 | i | -16
Cc1cccc(OCC(=O)NNS(=O)(=O)c2ccccc2F)c1 | i | -16

7 compounds from above, ordered by length of the SMILES, lowest first.
SMILES | CHT PAM | OX1R antagonist
N#Cc1cnn(Cc2ccc(Cl)cc2)c1N | i | 1
O=C(NCc1cccnc1)Nc1cc(Cl)cc(Cl)c1 | i | 15
N#Cc1nc(COc2ccccc2Cl)oc1NCc1cccnc1 | i | -16
COc1ccc(CNC(=O)CN(C)Cc2ccc(SC)cc2)cc1 | i | -2
Cc1cccc(OCC(=O)NNS(=O)(=O)c2ccccc2F)c1 | i | -16
CC(C)(C)CC(=O)Nc1ccc(S(=O)(=O)N2CCCC2)cc1 | i | -8
CCOc1cc(C2NC(=O)NC(O)(C(F)(F)F)C2C(=O)c2ccc(OC)cc2)ccc1O (configuration not stated) | i | -14

Record cards, from the list above. Order of screens: CHT PAM	OX1R antagonist
N#Cc1cnn(Cc2ccc(Cl)cc2)c1N is listed as i	1
Cn1c(=O)c(=O)n(C)c2cc(S(=O)(=O)N3CCCC3C(=O)Nc3ccc(F)cc3)ccc21 (configuration not stated) is listed as i	-7
